MT1-MMP txn act: activates MT1-MMP transcription. 0.16% of 86,000 active. HT1080 MT1-MMP promoter luciferase reporter, luminescence, overnight; active compounds read high. activation factor at 10 µM;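 active = activation factor of at least 2 for MT1-MMP transcription at 10 µM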
VCAM1 TNFa inh: reduces TNF alpha induced VCAM1 expression in HUVEC; HUVEC TNFa-induced VCAM-1 immunofluorescence, high-content imaging; inhibition, % at 2 µM; 0.48% of 95,000 active;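 active = inhibition above the batch mean plus 3 SD, with images confirmed as a hit by eye, cut at about 37% in these data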;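 note: 0% = TNF-stimulated DMSO wells and 100% = unstimulated control wells; not every result past the cut was called active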
DAT uptake mod: modulates human dopamine transporter uptake under cocaine; Q01959; LLC-PK1 hDAT cells, [14C]-dopamine uptake with cocaine IC80; actives deviate in either direction; B-score at 10 µM; 1.3% of 110,000 active; AID 449768;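 active = Z score or B-score, a plate-position-corrected score, falls beyond the plate's 99.7% confidence bounds, in either direction; inactive = both scores lie inside the 99.7% bounds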;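 note: scored against the spread of the other compound wells on the same plate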
Target sequence (Q01959 whole entry, looked up): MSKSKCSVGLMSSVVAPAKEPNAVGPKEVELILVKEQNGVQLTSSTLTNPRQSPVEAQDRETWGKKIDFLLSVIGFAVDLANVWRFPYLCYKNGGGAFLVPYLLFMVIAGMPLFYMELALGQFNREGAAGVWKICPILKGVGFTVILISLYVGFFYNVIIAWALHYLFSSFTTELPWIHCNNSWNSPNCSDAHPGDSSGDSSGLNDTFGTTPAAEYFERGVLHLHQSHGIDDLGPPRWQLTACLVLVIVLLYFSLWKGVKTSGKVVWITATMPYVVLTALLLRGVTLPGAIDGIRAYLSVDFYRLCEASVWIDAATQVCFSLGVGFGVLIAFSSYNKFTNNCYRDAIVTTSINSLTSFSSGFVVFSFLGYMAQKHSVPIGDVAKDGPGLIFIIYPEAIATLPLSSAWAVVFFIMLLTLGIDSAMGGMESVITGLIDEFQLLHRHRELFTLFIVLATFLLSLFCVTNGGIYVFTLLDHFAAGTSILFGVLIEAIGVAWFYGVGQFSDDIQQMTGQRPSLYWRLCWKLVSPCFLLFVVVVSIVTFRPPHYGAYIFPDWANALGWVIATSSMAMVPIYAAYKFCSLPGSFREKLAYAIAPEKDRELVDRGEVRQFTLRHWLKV
cytoskel mod: cytoskeleton assembly modification; inhibition, % at 2 µM; 0.18% of 91,000 active; HUVEC TNFa F-actin phalloidin imaging, high content;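 active = inhibition above the batch mean plus 3 SD and confirmed as a hit by visual image inspection, cut at about 30% in these data, passing the limit was not always enough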; note: strong numbers were not always called active
Candida biofilm: kills Candida albicans biofilms; C. albicans biofilm + clotrimazole, Alamar Blue; inhibition, % at 6 µM; 0.14% of 85,000 active; AID 834;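 active = inhibition above 20%; inactive = inhibition below 20%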;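 note: preformed 24 hr biofilms exposed to compound for 48 hr; 0% = biofilm without compound and 100% = blank killed by clotrimazole plus chlorhexidine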
LYP inh 2: inhibitors of human LYP (PTPN22) phosphatase; Q9Y2R2; recombinant LYP catalytic domain, DiFMUP fluorescence; 0.21% of 96,000 active; inhibition, % at 2 µM;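 active = inhibition at 2 µM at or above a set limit, the screen mean plus 3 SD, cut at about 24% in these data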;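 note: 0% = DMSO with enzyme and 100% = enzyme fully blocked by orthovanadate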
IL1B cytotox: toxic to HUVEC cells under IL-1B stimulation. HUVEC cell count loss, Hoechst imaging, IL-1B stimulated. 0.41% of 94,000 active. cell count reduction, % at 2 µM;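 active = cell count reduction more than 3 SD above the screen-wide mean, cut at about 70% in these data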;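 note: normalized per plate to untreated control cells as the no-loss baseline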
Smad3 FoxH1 inh: blocks human Smad3 binding to FoxH1 peptide. P84022. TR-FRET Smad3/Dy647-FoxH1 peptide binding, europium anti-His. inhibition, % at 25 µM. 0.29% of 88,000 active. AID 630;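 active = compounds that reduce the energy-transfer binding signal between the protein and its labelled peptide by more than half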;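 note: 0% = Smad3 plus labelled peptide maximal FRET and 100% = peptide-only background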
Target sequence (P84022 whole entry, looked up): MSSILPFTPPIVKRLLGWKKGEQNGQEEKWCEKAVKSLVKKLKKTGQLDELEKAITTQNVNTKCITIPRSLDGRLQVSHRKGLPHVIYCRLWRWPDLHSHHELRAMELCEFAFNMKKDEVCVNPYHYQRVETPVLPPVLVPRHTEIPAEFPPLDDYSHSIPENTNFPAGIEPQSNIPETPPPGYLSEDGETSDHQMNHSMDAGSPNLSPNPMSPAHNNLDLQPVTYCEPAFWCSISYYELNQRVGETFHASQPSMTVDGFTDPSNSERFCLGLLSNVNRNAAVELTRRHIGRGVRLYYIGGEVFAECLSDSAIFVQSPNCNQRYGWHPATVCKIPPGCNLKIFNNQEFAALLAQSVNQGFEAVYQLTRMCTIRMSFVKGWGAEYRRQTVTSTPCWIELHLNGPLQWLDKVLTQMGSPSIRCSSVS
TNFa cytotox: HUVEC cytotoxicity counter-screen, TNF alpha stimulated; AID 848; HUVEC TNFalpha-stimulated, Hoechst cell count, imaging; cell count reduction, % at 2 µM; 0.17% of 93,000 active;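 active = cell count reduction exceeding the screen mean by over 5 SD, scaled to untreated wells per plate, cut at about 78% in these data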;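 note: cells counted after 24 h of TNF alpha exposure following the 1 h pretreatment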
The depositor's hits bear a star; · = not tested or not shown; [ ] = another dose, or the depositor's remark. Only part of the results is shown (hit frequency here may not be typical).

A first look, 9 compounds:
SMILES | MT1-MMP txn act | VCAM1 TNFa inh | DAT uptake mod | cytoskel mod | Candida biofilm | LYP inh 2 | IL1B cytotox | Smad3 FoxH1 inh | TNFa cytotox
Cc1ccc(S(=O)(=O)N2CCSC2C(=O)O)cc1 (stereo unspecified) | 1.1 | 0 | -0.24 | 3 | 7 | 4 | 75* | -5 | 3
COc1ccccc1N1CCN(C(=O)c2nn(-c3ccccc3OC)c(=O)c3ccccc23)CC1 | 1.1 | · | 0.81 | · | 6 | · | · | -7 | ·
CCOC(=O)c1sc(NC(=O)/C=C/c2cnn(C)c2C)c(C(=O)OCC)c1C | · | -1 | · | -37 | · | 11 | 10 | · | -2
Cc1cc(C)c(C#N)c(SCC(=O)Nc2ccccc2C(N)=O)n1 | 1.1 | -6 | 0.95 | -17 | 7 | -16 | -7 | 3 | -19
CCn1c(Cc2ccccc2)nnc1SCC(=O)Nc1ccc2c(c1)OCCO2 | 1 | 4 | 1.4 | -13 | 4 | -2 | -25 | -7 | 0
Nn1c(SC/C=C/c2ccccc2)nnc1-c1ccncc1 | 1.2 | 2 | · | 10 | 9 | 1 | 6 | 3 | 0
Nc1cc(=O)[nH]c(SCc2nc3ccccc3n2Cc2ccccc2)n1 | 1.1 | · | -0.0053 | · | 4 | · | · | 6 | ·
CCOC(=O)N1CCN(S(=O)(=O)c2ccc(C)c(C)c2C)CC1 | 1.1 | -16 | -0.36 | 6 | 2 | -7 | -3 | 1 | -10
Cc1cc(C)nc(SCc2nnc(SCC(=O)NCc3ccco3)n2-c2ccccc2)n1 | 1 | -17 | -0.18 | -3 | 10 | 5 | -12 | 8 | 8

The listing, previewed entries included:
SMILES | MT1-MMP txn act | VCAM1 TNFa inh | DAT uptake mod | cytoskel mod | Candida biofilm | LYP inh 2 | IL1B cytotox | Smad3 FoxH1 inh | TNFa cytotox
Cc1ccc(S(=O)(=O)N2CCSC2C(=O)O)cc1 (stereo unspecified) | 1.1 | 0 | -0.24 | 3 | 7 | 4 | 75* | -5 | 3
COc1ccccc1N1CCN(C(=O)c2nn(-c3ccccc3OC)c(=O)c3ccccc23)CC1 | 1.1 | · | 0.81 | · | 6 | · | · | -7 | ·
CCOC(=O)c1sc(NC(=O)/C=C/c2cnn(C)c2C)c(C(=O)OCC)c1C | · | -1 | · | -37 | · | 11 | 10 | · | -2
Cc1cc(C)c(C#N)c(SCC(=O)Nc2ccccc2C(N)=O)n1 | 1.1 | -6 | 0.95 | -17 | 7 | -16 | -7 | 3 | -19
CCn1c(Cc2ccccc2)nnc1SCC(=O)Nc1ccc2c(c1)OCCO2 | 1 | 4 | 1.4 | -13 | 4 | -2 | -25 | -7 | 0
Nn1c(SC/C=C/c2ccccc2)nnc1-c1ccncc1 | 1.2 | 2 | · | 10 | 9 | 1 | 6 | 3 | 0
Nc1cc(=O)[nH]c(SCc2nc3ccccc3n2Cc2ccccc2)n1 | 1.1 | · | -0.0053 | · | 4 | · | · | 6 | ·
CCOC(=O)N1CCN(S(=O)(=O)c2ccc(C)c(C)c2C)CC1 | 1.1 | -16 | -0.36 | 6 | 2 | -7 | -3 | 1 | -10
Cc1cc(C)nc(SCc2nnc(SCC(=O)NCc3ccco3)n2-c2ccccc2)n1 | 1 | -17 | -0.18 | -3 | 10 | 5 | -12 | 8 | 8
CCCCNC(=O)N1CCOCCOCCN(C(=O)NCCCC)CCOCC1 | 1.2 | 18 | -0.81 | -2 | 5 | -16 | · | 5 | -17
CCOc1ccc(-c2nc(N)ncc2Oc2ccccc2Br)c(O)c1 | 1.1 | 10 | -0.0075 | 2 | 3 | 2 | -18 | -7 | -12
CCOc1cc(-c2ccccc2)nc(N)n1 | 1.8 | -2 | 1.3 | -37 | 5 | -5 | -10 | 5 | -10
C#CCSc1nncn1C(=O)/C=C/c1ccccc1 | · | 2 | 1.6 | -9 | · | 2 | -44 | · | -5
CCCN1C(=O)c2cc(C(=O)O)ccc2C1O (stereo unspecified) | 1.1 | 9 | -2.1 | -20 | 9 | -8 | -64 | 2 | 4
CCSc1nnc(Nc2ccccc2)s1 | 1.4 | 10 | -0.3 | -23 | 8 | -7 | 6 | -3 | -34
CC1=CC(C)(C)N(C(=O)CSc2nnc(-c3ccc(C)cc3)o2)c2ccc(C)cc21 | 1.2 | -10 | 0.34 | 2 | 4 | 12 | 2 | 10 | -6
CCOC(=O)N1CCN(C(=O)NC2CCCCC2)CC1 | 1 | 3 | 0.22 | -9 | -3 | -1 | -3 | 1 | -2
COc1ccc2c(C)cc(SCc3c(C)noc3C)nc2c1 | · | 9 | -1.4 | -2 | · | -4 | -16 | · | 1
COCCNC(=O)c1csc2c1CCCC2 | 1.1 | 4 | 0.35 | 26 | 9 | 7 | 6 | 10 | -18
Cc1sc2ncnc(OCC(=O)c3ccc(S(=O)(=O)N4CCCC4)cc3)c2c1C | 1.1 | 11 | -0.13 | -24 | 7 | 8 | 8 | 5 | -22
Cn1cccc1Cc1nnc(SCC(=O)Nc2cccc(Cl)c2)n1-c1ccc(F)cc1 | 1.1 | · | 0.076 | · | 12 | · | · | -5 | ·
CN(C)c1ccc(NC(=O)CCCc2ccccc2)cc1 | 0.8 | -7 | 0.41 | -7 | -2 | 4 | -25 | 3 | 4
Oc1ccc(CN2CCN(Cc3ccccc3)CC2)c2cccnc12 | 1 | · | 0.42 | · | 7 | 5 | 4 | 4 | ·
Cn1c(=O)[nH]c(=O)c2c1nc(SCC(=O)Nc1ccccc1)n2Cc1ccccc1 | 1.1 | 15 | 0.28 | -8 | 12 | -5 | 10 | -5[fluorescence artefact?] | 13
COc1ccc(Nc2nc(-c3sc(N)nc3C)cs2)cc1 | 1.9 | 20 | 0.081 | -2 | 8 | -3 | 1 | 4 | -7

Further results.
SMILES | MT1-MMP txn act | VCAM1 TNFa inh | DAT uptake mod | cytoskel mod | Candida biofilm | LYP inh 2 | IL1B cytotox | Smad3 FoxH1 inh | TNFa cytotox
c1ccc(N2CCN(c3nc(-c4ccccn4)nc4ccccc34)CC2)cc1 | 1.1 | 13 | -0.31 | -21 | · | 16 | -8 | · | -29
CCC(=O)N1CCc2cc(S(=O)(=O)CCC(=O)Nc3ccc(CC)cc3)ccc21 | 1.1 | -15 | -0.55 | -24 | -5 | -4 | 11 | 12 | 19
CCN1CCN(C(=O)CCCn2c(C)c3cnn(-c4ccccc4)c(=O)c3c2C)CC1 | · | -1 | -0.38 | 20 | 5 | -4 | 3 | 2 | -39
COc1ccc(NC(=O)C2CCN(S(C)(=O)=O)CC2)cc1 | 1.2 | 4 | 0.35 | 16 | 7 | -5 | -130 | 15 | -39
Cc1cc2ccccc2n1CCNC(=O)C1CCCCC1 | · | 6 | 0.0056 | -21 | 5 | -1 | 3 | -2 | 55
O=C(O)CN1CCNCC1 | 1.1 | 3 | -0.85 | -25 | 3 | -3 | 18 | -1 | -15
Cc1sc2ncnc(SCC(=O)NNC(=O)COc3cccc4ccccc34)c2c1C | · | 12 | -1.9 | 14 | · | 12 | -20 | · | -12
CC(C)(C)C(=O)/C=C(N)/C=C/c1ccccc1 | 1.5 | 5 | -0.24 | -8 | 0 | -7 | -8 | -1[fluorescence artefact?] | -2
CN(C)c1ccc(/C=C/c2ccncc2)cc1 | 1.6 | 2 | 0.37 | 38 | 3 | 10 | -3 | -4 | -17
CCOc1ccc(C(=O)N2CCCC2)cc1OC | 1.1 | 16 | 0.00099 | 12 | 5 | -30 | -3 | 6[fluorescence artefact?] | -21
CN(C(=O)c1ccccn1)c1nnc(-c2cnccn2)s1 | 1.6 | · | -0.46 | -2 | 1 | -6 | -34 | 1 | ·
Cc1ccccc1CN1CCCNC1=O | 0.9 | · | -0.61 | · | 6 | -37 | · | 11 | ·
NS(=O)(=O)c1ccc(CCNC(=O)C2CCCN(S(=O)(=O)c3cccnc3)C2)cc1 (stereo unspecified) | 1.2 | 2 | 0.15 | -4 | 3 | -7 | 3 | 1 | -29
Cc1cc(C(=O)OCCN2C(=O)c3ccccc3C2=O)c2ccccc2n1 | 1.1 | -4 | 0.26 | -1 | 5 | -13 | -11 | -21 | -10
Cc1cc(=O)oc2cc(OCC(O)CN3CCN(c4ccccc4)CC3)ccc12 (stereo unspecified) | 1 | 2 | · | 0 | 5 | -1 | -12 | 8 | -22
COCCNC(=O)Cc1cn(C)c2ccccc12 | · | 6 | -0.085 | -5 | 6 | -17 | 18 | -1 | -18
Cc1ccc(NC(=O)CSc2nnc(CCNC(=O)OC(C)(C)C)o2)c(C)c1 | 1.2 | -24 | -0.094 | 13 | 6 | 8 | -151 | -5 | -11
COc1cccc(S(=O)(=O)N2CCN(c3ccccc3F)CC2)c1 | 1.2 | 11 | -0.27 | 7 | 1 | 0 | 13 | 5 | 6
CCOc1ccc(NS(=O)(=O)c2ccc(NS(=O)(=O)c3ccccc3)cc2)cc1 | 1.3 | -11 | 0.31 | 2 | 0 | -6 | -158 | 22 | -22
CC(C)N1C(=O)CCC1C(=O)NCCc1ccccc1 (stereo unspecified) | 1.3 | 12 | -0.53 | -5 | 5 | -23 | -7 | -1 | -32
O=C(Nc1ccc2snnc2c1)Nc1cccc2ccccc12 | · | -27 | 0.27 | 1 | 2 | 6 | 87* | 13 | -13
Cc1ccc(-n2cnnn2)c(S(=O)(=O)N2CCOCC2)c1 | 1 | -10 | 0.2 | 3 | 2 | -11 | -67 | -3 | -1
Cc1ccc(C2CC(=O)N3CN(Cc4ccco4)CSC3=C2C#N)cc1 (stereo unspecified) | 1.1 | 20 | -0.37 | · | -7 | 3 | -63 | 15[fluorescence artefact?] | -8
Cc1ccc2cc(CN(Cc3ccco3)C(=O)NC3CCCCC3)c(=O)[nH]c2c1C | 1.2 | 8 | 0.84 | -28 | 2 | -3 | 10 | -14 | 0
COc1ccccc1N1CCN(CC(O)COc2ccc3c(C)cc(=O)oc3c2)CC1 (stereo unspecified) | 1 | 22 | 0.15 | 0 | · | -10 | 17 | · | -2

Following part:
SMILES | MT1-MMP txn act | VCAM1 TNFa inh | DAT uptake mod | cytoskel mod | Candida biofilm | LYP inh 2 | IL1B cytotox | Smad3 FoxH1 inh | TNFa cytotox
Cc1noc(NS(=O)(=O)c2ccc(NC(=O)CSc3nnc(-c4ccccc4)n3C3CCCCC3)cc2)c1C | 1.3 | 8 | -0.029 | -15 | 3 | -12 | -30 | 0 | -10
CC(=O)Nc1ccc(C(=O)c2ccccc2)cc1 | 1.2 | · | 0.72 | · | 2 | · | · | 19 | ·
CON/C=C(\C=Nc1ccc(C(F)(F)F)cc1)c1ncc(C(F)(F)F)cc1Cl | · | 20 | 0.056 | -15 | · | 2 | -50 | · | -13
CC1=C(C(=O)OCc2ccccc2)C(c2ccsc2)C(C#N)=C(N)O1 (stereo unspecified) | 1.3 | 6 | 0.13 | 9 | 1 | -8 | -4 | -6 | ·
COc1ccc(CCN(C)CCC(=O)Nc2c(C)cc(C)cc2C)cc1OC | · | -15 | -0.074 | 8 | · | 2 | -27 | · | 2
Cc1nc2ccccc2c2c1C(=O)N(C(C)C)C2=O | 1.1 | -7 | 0.13 | 4 | 5 | 9 | 1 | 3 | -9
O=C(Nc1nnc(CCc2ccccc2)s1)c1cccs1 | 1.4 | 7 | 0.03 | -10 | 4 | 1 | -7 | 1 | -25
COc1ccc(NC(=O)C2CC(=O)N(c3cccc(C)c3C)C2)cc1 (stereo unspecified) | 1 | · | -0.37 | · | -2 | -14 | · | -2 | ·
O=C(O/N=C\c1ccc(N2CCCCC2)c([N+](=O)[O-])c1)c1c(F)cccc1F | · | 1 | -0.76 | -23 | · | -7 | -14 | · | -10
CCOc1cc(C2CC(=O)N3CN(C4CCCCC4)CSC3=C2C#N)ccc1O (stereo unspecified) | 1.1 | 38 | -1.2 | 2 | 0 | 9 | 29 | 36 | 82*
